Screening results deposited in PubChem by Sanford-Burnham Center for Chemical Genomics.
HT1080 cytotoxicity = cytotoxicity in HT1080 fibrosarcoma cells, cell-based, fluorescence readout (AID 620). HT1080 viability, fluorescence; higher % means a stronger effect. one-dose cytotoxicity, % at 10 µM; EC50 in µM for titrated hits. actives 0.42% (n = 87,000); in the data active = cytotoxicity above about 50%;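 note: cells exposed to compound overnight then 4 h with Alamar Blue; 0% = vehicle DMSO and 100% = killing control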
* = called active by the depositor.

compound	HT1080 cytotoxicity
Cc1cccc2c(-c3ccccc3)cc(=O)[nH]c12	4%
CN1C(=S)SC(/[N+]([O-])=C\c2ccccc2)C1(C)C (configuration not stated)	-14%
Cc1cc(C(F)F)n2ncc(C(=O)N3CCC(C(N)=O)CC3)c2n1	-2%
NC(=O)C1=NOC(CNc2ncc(C(F)(F)F)cc2Cl)C1 (configuration not stated)	-2%
Cc1cccc(NC(=S)NNC(=O)c2csc(C(C)C)c2)c1	23%
C=CCn1cc(-c2ccc(Cl)cc2)cc(C#N)c1=O	1%
Cc1ccc(C(=O)N2CCN(c3ncnc4c3cnn4-c3ccccc3)CC2)cc1	15%
C=C(C)CC(NCc1ccco1)c1ccc(OC)cc1 (configuration not stated)	-11%
CCCCNC(=O)C1CC(=O)N(c2ccc(OC)cc2)C1c1ccc(OC)cc1 (configuration not stated)	0%
CCCn1c(N2CCN(C)CC2)nc2c1c(=O)[nH]c(=O)n2C	6%
Cc1ccc(N2CN=C(c3ccccc3)NC2=S)cc1	0%
COC1(OC)N=C(N)C2(C#N)C(c3ccccc3)NC(C)=CC12C#N (configuration not stated)	-14%
Cn1c(CN2CCN(c3cccc(Cl)c3)CC2)nc2ccccc21	-10%
Fc1ccccc1CN1CCCCCCC1	6%
O=C1CC(C(F)(F)C(F)(F)C(F)(F)C(F)(F)F)=Nc2ccccc2N1	3%
COc1ccc(N(Cc2ccccc2)S(=O)(=O)c2cccc(C(=O)NC3=NCCS3)c2)cc1	3%
COc1ccc(C(=O)Nc2nc3c(s2)Cc2cc(OC)ccc2-3)cc1	-10%
Cc1ccc(S(=O)(=O)NC(=O)Nc2ccc(F)cc2)cc1	0%
COc1ccc2c(c1)[nH]c1c(=O)n(CCCn3ccnc3)cnc12	-16%
CCC(C)[C@H](NC(=O)Nc1cccc(Cl)c1)C(=O)O (some centres not stated)	-9%
Cc1ccc(NC(=O)Cn2nnc(C(=O)NCc3ccco3)c2N)cc1	-2%
CC1(C)Cc2ccccc2-c2nnc(SCc3ccccc3)n21	-2%
COC(=O)/C=c1/s/c(=C(/C#N)C(=O)NCc2ccccc2)n(-c2ccccc2)c1=O	-11%
O=C(O)C1CC=CCC1C(=O)Nc1ccccc1 (configuration not stated)	0%
Cc1ccc(C(=O)OCC(=O)NCc2ccco2)cc1	-2%
COc1ccc(OCC(=O)Nc2nnc(C)s2)cc1	-17%
CCOC(=O)c1c(N)sc(C(O)(C(F)(F)F)C(F)(F)F)c1-c1ccc(F)cc1	-4%
Cc1ccc(-c2csc(NC(=O)Cc3cccs3)n2)cc1C	-9%
COc1ccc(Cl)cc1NC(=O)/C=C\C(=O)O	-4%
COc1ccc(S(=O)(=O)N(CC(=O)O)c2ccccn2)cc1	-11%
Cc1c(C#N)c(N=CN(C)C)c(C(=O)c2ccccc2)n1-c1ccc(Br)cc1	-4%
COC(=O)[C@@]1(Cc2ccc(OC)cc2)[C@H]2c3cc(C(=O)N4CCCC4)n(Cc4cc(C)n(C)n4)c3C[C@H]2CN1C(=O)c1ccccc1	-12%
O=C1CSC(c2c(F)cccc2Cl)N1c1cccc(F)c1 (configuration not stated)	10%
COc1cc2[nH]c(=S)nc(NCCCOC(C)C)c2cc1OC	5%
O=C1/C(=C/c2cccs2)N=C(c2cccs2)N1Nc1ccccc1	5%
O=C(NCc1ccccc1)c1cc(=O)[nH]c2ccccc12	-4%
O=C1C(=O)c2ccc(-c3ccccc3)cc2-c2ccccc21	48%
O=C(COc1ccc(S(=O)(=O)NC2CCCCC2)cc1Cl)Nc1ccc2c(c1)OCO2	-5%
COC(=O)c1cc2ccsc2n1CC(=O)N(C)C1CCCCC1	-3%
O=C(Cn1c(SCc2ccccc2)nc2ccccc21)N1CCOCC1	-10%
COc1cc(CNCCO)ccc1OC1CCCC1	18%
O=C(c1ccc(Cl)c(S(=O)(=O)NCc2ccco2)c1)N1CCN(c2ccc(F)cc2)CC1	13%
COc1ccc(C(=O)c2oc3ccccc3c2NC(C)=O)cc1	-6%
Cc1cc(C)n(-c2nc3ccccc3nc2N2CCN(S(=O)(=O)c3ccc4ccccc4c3)CC2)n1	9%
CCOC(=O)c1nnn(-c2nonc2N)c1CN(CC)c1ccccc1	-3%
COC(=O)c1ccc(NC(=O)Cc2ccc(C)cc2)cc1	2%
Cc1ccc(N2C(=O)CC(Nc3ccccc3)C2=O)cc1 (configuration not stated)	-17%
COc1ccc(C(=O)Cn2nnc(-c3ccccc3NC(=O)C(F)(F)F)n2)cc1	1%
CCCC(=O)Nc1cc(-c2nc3ncccc3o2)ccc1C	12%
CCCN1C(=O)/C(=C/c2c(NCCCOC(C)C)nc3c(C)cccn3c2=O)SC1=S	-4%
CC(C)CCNC(=O)c1cc(-c2ccco2)nc2ccccc12	-8%
O=C(O)CN=C(NS(=O)(=O)c1ccc(Cl)cc1)c1ccccc1	3%
COc1ccc(C2=Nn3c(nnc3C3CCCCC3)SC2)cc1OC	8%
COc1ccccc1N1CCN(C(=O)Cn2c(=O)[nH]c3ccsc3c2=O)CC1	4%
O=C(O)CCC(=O)Nc1ccc(Br)c(Cl)c1	-3%
Cc1sc(NC(=O)C2CC=CCC2C(=O)O)c(C(=O)OC(C)C)c1C (configuration not stated)	8%
COc1ccc(S(=O)(=O)Nc2ccc3ccccc3c2)cc1C	-12%
COc1ccccc1-c1nnc(SCC(=O)N2CCOCC2)n1-c1ccccc1	13%
COC(=O)c1ccc(C(NC(=O)OCc2ccccc2)/C(C)=C/[C@@H](C)C(=O)O)cc1 (some centres not stated)	1%
Cc1cc(S(=O)(=O)Nc2cc(C)c(O)c(C)c2)c(C)s1	2%

(next part)
compound	HT1080 cytotoxicity
COc1ccc(S(=O)(=O)N(CC(=O)NCC2CCCO2)c2ccc(F)cc2)cc1OC (configuration not stated)	8%
CC(C)n1c(SCC(=O)Nc2nc3ccccc3s2)nc2c1c(=O)n(C)c(=O)n2C	8%
C=CCSc1nnc(-c2nnc(SCC=C)n2CC)n1CC	0%
O=C(CCCc1c[nH]c2ccccc12)NCc1ccc2c(c1)OCO2	0%
CCN(c1ccc(C)c(C)c1)S(=O)(=O)c1ccc2c(c1)CCN2C(=O)CCC(=O)O	1%
CCc1nnc(NC(=O)C2COc3ccccc3O2)s1 (configuration not stated)	0%
CC(C)(C)c1nc2c(C#N)c(-c3ccc(Cl)cc3)ccn2n1	8%
CCCN1C(=O)SC(CC(=O)Nc2ccccc2C)C1=O (configuration not stated)	-15%
COC(=O)NC(=C(Cl)Cl)S(=O)(=O)c1ccccc1	6%
c1ccc(COc2ccc(OCCCCN3CCCCC3)cc2)cc1	-12%
COc1ccccc1C1CN(c2ccc(F)cc2F)N=C1c1cccs1 (configuration not stated)	9%
O=P(OC1CCCCC1)(OC1CCCCC1)C(O)c1c(Cl)cccc1Cl (configuration not stated)	1%
Cn1c(SCC(=O)NC2CCCCC2)nnc1-c1cccc(N)c1	-18%
CC1=C(C(=O)OCC(Br)(Br)Br)C(c2cccc([N+](=O)[O-])c2)NC(=O)N1CCCC(=O)O (configuration not stated)	-17%
CCN1C(=O)/C(=C\N(C)C)c2ccccc21	0%
CC1Cc2cc(/C(O)=C3/C(=O)C(=O)N(CCCn4ccnc4)C3c3ccncc3)ccc2O1 (configuration not stated)	-13%
O=C(Nc1nnc(SCc2c(Cl)cccc2Cl)s1)C1CCCO1 (configuration not stated)	-14%
CCCn1nnc(NC(=O)c2cccc(OCc3ccccc3)c2)n1	10%
CC(Nc1ccccc1)c1cc(Cl)ccc1O (configuration not stated)	4%
CCOC(=O)N1CCN(CC(=O)Nc2cccc(Br)c2)CC1	-2%
CCCN(CCC)C(=O)CSc1ncccc1C(=O)O	4%
CC(C)c1ccc(CC(C)C2C3=C(CCCC3=O)OC3=C2C(=O)CCC3)cc1 (configuration not stated)	-16%
CCOC(=O)N1CCN(C(=O)c2ccc(OC)c(OC)c2)CC1	-8%
C[C@]1(C(=O)NCCCNc2ncc(C(F)(F)F)cc2Cl)C=C[C@@H](Cc2ccccc2)N1C(=O)c1ccccc1	-16%
Cn1cccc1C(=O)NC(=O)COC(=O)CC12CC3CC(CC(Br)(C3)C1)C2	11%
C=CCn1cc(-c2ccccc2)cc(C#N)c1=O	-4%
CCOc1ccc(N(C(C)=O)c2nc(C)cc(C)c2C#N)cc1	-10%
O=C(OCC(=O)N1CCc2ccccc21)c1ccc(Cl)nc1	-2%
c1ccc(C2=Nc3ccccc3SC2c2nc3ccccc3[nH]2)cc1 (configuration not stated)	-17%
CCOC(=O)c1cc2cc(OC)ccc2nc1C	12%
O=C(NCC1CCCO1)c1ccc(NC(=O)C2C3C=CC(C3)C2C(=O)O)cc1 (configuration not stated)	-5%
CC(C)(C)c1cc(C(=O)Nc2cccc3ccccc23)ccn1	5%
COc1ccc(C2C(C(=O)OCC3CCCO3)=C(C)NC3=C2C(=O)CC(c2ccco2)C3)cc1O (configuration not stated)	-6%
Cc1nc2ccccc2nc1SCC(=O)N1CCC(C)CC1	-4%
COc1ccc(NC2CC(=O)N(CCc3ccccc3)C2=O)cc1 (configuration not stated)	8%
c1ccc(-n2nnnc2NCCCN2CCOCC2)cc1	-2%
O=C(O)COc1cccc2ccccc12	-2%
Cc1nn(-c2ccccc2)c(C)c1C1C(C#N)=C(N)Oc2n[nH]c(C)c21 (configuration not stated)	2%
CCOC(=O)CSc1nnc(CNc2cccc(Cl)c2)n1C	-9%
COC(=O)CNC(=O)C1(C)C=CC2(CCCCC2)N1C(C)=O (configuration not stated)	-4%
CCc1ccc2[nH]c(=O)c(C3C(C#N)=C(N)Oc4c3ccc3cccnc43)cc2c1 (configuration not stated)	-3%
CCOc1ccc(C(O)Cn2c(=N)n(CCN3CCCCC3)c3ccccc32)cc1 (configuration not stated)	16%
Cc1ccccc1C(=O)Oc1ccccc1C(=O)N1CCOCC1	13%
COc1cc(C(=O)N2CCC(NC(=O)C(Cc3ccc(C(C)C)cc3)NC(C)=O)CC2)cc(OC)c1OC (configuration not stated)	-18%
Cc1ccc(Cn2c(S(=O)(=O)O)nc3ccccc32)cc1	2%

3 structures out of the list, arranged by count of non-hydrogen atoms, high to low:
compound	HT1080 cytotoxicity
COc1ccc(C2C(C(=O)OCC3CCCO3)=C(C)NC3=C2C(=O)CC(c2ccco2)C3)cc1O (configuration not stated)	-6%
CCOc1ccc(C(O)Cn2c(=N)n(CCN3CCCCC3)c3ccccc32)cc1 (configuration not stated)	16%
COc1ccc(NC2CC(=O)N(CCc3ccccc3)C2=O)cc1 (configuration not stated)	8%

Continuation.
compound	HT1080 cytotoxicity
Cc1[nH]n2c(=O)c3c(nc2c1-c1cccc2ccccc12)CCC3	-6%
Cc1csc(NC(=O)CN2C(=O)C3CC=CCC3C2=O)n1 (configuration not stated)	-14%
CCOC(=O)C1=C(CSc2nccn2C)NC(=O)NC1c1ccc(OC)cc1 (configuration not stated)	10%
CCN1C(=O)CC(Sc2ccccc2C(=O)O)C1=O (configuration not stated)	7%
Cc1nc(C#N)c(NCc2ccc3c(c2)OCO3)o1	-3%
O=C(NCC(=O)N(Cc1ccco1)C(C(=O)NC1CCCC1)c1cccnc1)c1ccco1 (configuration not stated)	-14%
O=C1/C(=C/c2cccc(F)c2)CSc2sccc21	-8%
CCCC(=O)Nc1sc2c(c1C#N)CCCCC2	-2%
CCOC(=O)c1c(C)n(C)c2ccc(OC(=O)c3ccco3)cc12	-8%
COc1ccc(NC(=O)CN(C)C(=O)c2ccc(C)s2)cc1	-4%
COc1ccc(S(=O)(=O)N(C)CC(=O)Nc2cccc(C(C)=O)c2)cc1Cl	8%
CS(=O)(=O)N(CC(=O)NCc1ccc(Cl)cc1)C1CCCCC1	28%
Cc1ccc(CNC(=O)C(C)OC(=O)c2cccs2)cc1 (configuration not stated)	-9%
CCN(CC)CCn1c(NC(=O)c2ccc(Cl)cc2)nc2ccccc21	22%
COc1ccc(/C=N/S(=O)(=O)c2cccs2)cc1	8%
NC(=O)CSc1nnc(-c2cccnc2)n1Cc1ccccc1	2%
C1CCCC(N2CCNCC2)CC1	-2%
CCOC(=O)c1ccc2c(c1)nc(SCC(=O)c1cc3ccccc3o1)n2CC	-4%
Cc1ccc(C(=O)N2c3ccccc3N(Cc3ccccc3)C(=O)C2(C)C)cc1	-13%

Some of the entries so far, as labelled records.
SMILES: CCOC(=O)N1CCN(CC(=O)Nc2cccc(Br)c2)CC1
- HT1080 cytotoxicity: -2%
SMILES: CCCN(CCC)C(=O)CSc1ncccc1C(=O)O
- HT1080 cytotoxicity: 4%
SMILES: CC(C)c1ccc(CC(C)C2C3=C(CCCC3=O)OC3=C2C(=O)CCC3)cc1 (configuration not stated)
- HT1080 cytotoxicity: -16%
SMILES: CCOC(=O)N1CCN(C(=O)c2ccc(OC)c(OC)c2)CC1
- HT1080 cytotoxicity: -8%

This is a subset; rates above refer to the full screens.
